SDO1 yeast rescue: compounds rescuing growth of sdo1-depleted yeast, bone marrow failure model | S. cerevisiae sdo1-depleted JHY4D growth rescue, OD600 30 h; active compounds read high; pdr5 snq2 efflux-pump mutant strain | z-score at 10 µM | actives 0.21% (n = 140,000);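 active = z-score above 3 at both the 24 hr and the 30 hr optical density reads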;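 note: z-score against mean and SD of all compound wells on the same plate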
INS promoter inh: TRM-6 insulin promoter activity inhibition. TRM-6 cells (human fetal islet line), insulin promoter-eGFP reporter, imaging; reporter expression induced with tamoxifen. inhibition, % at 2 µM. actives 0.9% (n = 130,000);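 active = inhibition above the mean plus 3 SD, with well images judged a real hit on visual review, cut at about 60% in these data, passing the limit was not always enough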
SDO1 yeast rescue Rescue 24 h: second read-out of SDO1 yeast rescue, no call of its own (marks repeat the call); z-score; S. cerevisiae sdo1-depleted JHY4D growth rescue, OD600; measured here: growth rescue at 24 h;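 0 is the plate mean of compound wells and units are plate SD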
An asterisk follows results filed as active; i = inactive; . = no result given.

SMILES	SDO1 yeast rescue	SDO1 yeast rescue Rescue 24 h	INS promoter inh
COc1ccc(-c2nnc(Nc3ccc(CC(N)=O)cc3)c3ccccc23)cc1	0.18	-0.57	.
COC(=O)COc1ccc(S(=O)(=O)N2CCN(c3ccc(F)cc3)CC2)cc1	0.91	0.56	3
O=C(CSc1ncnc2nc[nH]c12)N1CCN(c2ccc(Cl)cc2)CC1	2.4	3.3	29
CCCCOC(=O)NC1(C)CCS(=O)(=O)C1 (stereo not drawn)	0.02	-0.34	7
Cc1ccc(-c2cc(-c3ccc(F)cc3)nc(N)c2C#N)o1	-0.82	1	.
CC(C1CC1)N(Cc1ccccc1)C(=S)Nc1cccc(C(F)(F)F)c1 (stereo not drawn)	-0.77	-0.58	-28
C/C(Cn1nnc2ccccc21)=N\NC(=O)c1ccc(Br)cc1	.	.	-47
C=CCOC(=O)C1=C(C)OC(N)=C(C#N)C1c1ccoc1 (stereo not drawn)	0.49	0.74	-60
Cc1cccc(C)c1NC(=O)COC(=O)c1ccc(N2CCCC2)c([N+](=O)[O-])c1	-0.25	0.99	21
CC1=C(C(=O)OC(C)C)C(c2ccc(F)cc2)NC(=O)N1 (stereo not drawn)	1.3	1.4	14
O=C(COc1ccc(Cl)cc1)N1CCN(c2cccc(C(F)(F)F)c2)CC1	-1.5	-1.3	-7
COc1ccc(CN=CC2=C(O)CNC2=O)cc1OC	-0.34	-0.16	.
COCc1cc(N2CCOCC2)nc(-c2ccccc2)n1	.	.	-100
Cc1ccc(CCNC(=O)C2CCN(C(=O)N(C)C)CC2)cc1	1.3	1.2	61
COc1ccc(CCNc2oc(Cc3ccccc3)nc2C#N)cc1OC	-1.3	-0.9	36
CCCSc1nnc2[nH]c(=O)cc(N)n12	0.33	0.12	-31
CCOc1cc(/C=C2/NC(=O)N(Cc3ccccc3F)C2=O)ccc1O	-0.42	-0.41	-281
CS(=O)(=O)N(CC(=O)Nc1c(F)cccc1F)c1cccc([N+](=O)[O-])c1	0.9	0.2	41
Cc1ccc(N/C=C/C(=O)c2ccc(C)cc2)cc1	-0.25	-0.61	4
Cc1ccc(C(=O)N/C(=C/c2ccco2)C(=O)NCCCn2ccnc2)cc1	0.44	0	43
CN(C)CCCNCCCNC(=O)c1ccccn1	0.98	1.4	.
COc1ccc(N2CCN(C(=O)c3ccc(C)cc3)CC2)c([N+](=O)[O-])c1	-0.77	0.41	-30
O=C(CSc1nnc(-c2ccccn2)n1Cc1ccco1)c1ccc(-c2ccccc2)cc1	0.62	2.4	-41
C/C(=N\NC(=O)C1(C)CC1(Br)Br)c1ccc(NC(=O)c2ccc(C)o2)cc1 (stereo not drawn)	-0.5	-0.51	33

Exported with each value named: 4 of the compounds above
Cc1ccc(C(=O)N/C(=C/c2ccco2)C(=O)NCCCn2ccnc2)cc1
  SDO1 yeast rescue: 0.44; SDO1 yeast rescue Rescue 24 h: 0; INS promoter inh: 43
CN(C)CCCNCCCNC(=O)c1ccccn1
  SDO1 yeast rescue: 0.98; SDO1 yeast rescue Rescue 24 h: 1.4; INS promoter inh: .
Cc1ccc(N/C=C/C(=O)c2ccc(C)cc2)cc1
  SDO1 yeast rescue: -0.25; SDO1 yeast rescue Rescue 24 h: -0.61; INS promoter inh: 4
COc1ccc(CCNc2oc(Cc3ccccc3)nc2C#N)cc1OC
  SDO1 yeast rescue: -1.3; SDO1 yeast rescue Rescue 24 h: -0.9; INS promoter inh: 36

Further results:
SMILES	SDO1 yeast rescue	SDO1 yeast rescue Rescue 24 h	INS promoter inh
O=C(CCCCCn1c(=O)[nH]c2ccccc2c1=O)NCCCN1CCN(c2ccccc2F)CC1	0.44	-0.34	.
CCOc1ccc(N2C(=O)c3cccnc3C2Nc2ccc(OC)cc2)cc1 (stereo not drawn)	-1.2	-1.3	-43
COc1ccc(-n2c(=O)c3ccccc3n(CC(=O)NC3CCCC3)c2=O)c(OC)c1	0.2	-0.07	.
O=C(COC(=O)CCc1ccccc1)NC(c1ccccc1)c1ccccc1	-0.61	-0.26	-4
O=c1c2cn[nH]c2nc(SCc2ccccc2F)n1-c1ccc(Br)cc1	-1	2	14
C/C(=C\C(=O)c1ccc(C)o1)Nc1ccc2c(c1)OCO2	0.54	-0.14	20
N#CCSc1nc2ccccc2c(=O)n1-c1ccccc1	-0.23	-0.71	13
Cc1ccc(CC(=O)N2CCN(C(=O)c3ccco3)CC2)cc1	.	.	46
CCN(CC)CCn1c(=N)n(CCO)c2ccccc21	1.5	0.89	20
Cc1ccc(-n2cc(-c3ccccc3)c3c(N4CCN(C)CC4)ncnc32)cc1	.	.	58
O=C(NCc1ccco1)c1cc(S(=O)(=O)N2CCOCC2)ccc1Cl	-0.41	-0.12	.
CCCc1cc(=O)n2[nH]c(NCc3ccc(OC)c(OC)c3)nc2n1	.	.	-40
Fc1ccc(Cn2cnc3ccccc32)cc1	0.47	-0.35	-3
Cc1nc(CC(=O)Nc2nc(-c3ccccc3)cs2)cs1	0.25	0.51	.
C=CCSc1nc2sc(-c3ccccc3)cc2c(=O)n1N	-0.75	-0.76	.
CCN1CCN(C(=O)c2ccc(-c3nc4ccccc4s3)s2)CC1	.	.	5
COCCNC(=S)N1CCC(c2nc(-c3ccc(N(C)C)cc3)no2)CC1	.	.	-35
Cc1cccc(N2CCN(C(=O)c3ccc(Cl)c(S(=O)(=O)NCc4ccco4)c3)CC2)c1C	-1.9	-1.7	.
CN(C)C=NC(=O)c1ccc([N+](=O)[O-])c(CS(=O)(=O)c2ccc(Cl)cc2)c1	0.95	0.24	-17
Cc1nc2ccccc2c(=O)n1NC(=O)CCC(=O)O	.	.	21
COc1ccccc1C(=O)NCCCn1cc(Br)c(C)n1	0.47	0.28	45
O=C(O)c1ccc(NC(=O)c2cccs2)cc1	1.1	2.1	38
COc1cccc(-n2c(SCC(=O)NCCc3ccccc3)nnc2-c2ccoc2C)c1	-0.76	0.53	6
COc1ccc(C(=O)NCCC2=CCCCC2)cc1	-0.12	-0.48	-21
Cc1ccc(-c2nc(SCC(=O)NCCN3C(=O)CSC3=O)[nH]c2-c2ccc(C)cc2)cc1	-0.35	-0.87	-16
Cc1sc(NC(=O)C2CCCCC2C(=O)O)c(C(N)=O)c1C (stereo not drawn)	1.5	0.68	-27
CCOCCCn1c(=NC(C)=O)c(C(=O)OCC)cc2c(=O)n3ccccc3nc21	-0.46	-0.78	51
Cc1ccc(NC(=O)c2ccco2)c(NC(=O)Cc2cccs2)c1	0.27	0.04	-6
Brc1ccc(-c2csc(-c3c[nH]c4ccccc34)n2)cc1	-1.1	-0.24	26
O=C(COC(=O)CN1C(=O)C2CCCCC2C1=O)Nc1cc(S(=O)(=O)N2CCOCC2)ccc1Cl (stereo not drawn)	0.62	0.14	7
CC(C)C(=O)Nc1nnc(SCC(=O)NCc2ccc3c(c2)OCO3)s1	.	.	-33
CC(=O)NC(Cc1ccccc1)C(=O)OCC(=O)c1ccc(Cl)cc1 (stereo not drawn)	-0.27	-0.7	-26
O=C(NCC1CCCO1)c1ccccn1 (stereo not drawn)	-0.67	-0.84	75*
COc1cc(/C=N/NC(=O)c2cc(C34CC5CC(CC(C5)C3)C4)[nH]n2)ccc1O	0.17	0.51	0
O=C1COc2ccc(C(=O)COC(=O)CNC(=O)c3ccccc3)cc2N1	.	.	-50
O=C1C(Cl)=C(Nc2ccccc2O)C(=O)N1CCc1ccccc1	0.67	0.45	-37
CN(C)CCOC(=O)C12CC3CC(CC(C3)C1)C2	0.18	0.25	19
CC(=O)N1Cc2ccccc2C(C)CC12CCCC2 (stereo not drawn)	-1.1	-1.2	7
CC1Cc2nc(SCC(=O)Nc3nccs3)n(Cc3ccccc3)c(=O)c2S1 (stereo not drawn)	0.42	0.11	.
CCOc1ccc2c(=O)c(-c3ccc4c(c3)OCCCO4)c(C)oc2c1	0.07	-0.34	-42
O=C(Nc1nc(=O)c2ccccc2s1)c1ccc(Cl)cc1	-0.25	1.3	29
CCOc1ccc(OCCCCOc2ccccc2C(C)=O)cc1	-0.32	-0.16	3
COc1cc(N/C=C2\CC(=O)NC(C)=C2C#N)cc(OC)c1OC	.	.	29
CCOc1ccccc1N(CC(=O)N1CCOCC1)S(=O)(=O)c1ccccc1	0.73	0.63	-205
COc1cc2cc(CN(CCc3cccc(C)c3)C(=S)NCCCN(C)C)c(=O)[nH]c2cc1OC	1.2	1.8	-23
CC(C)(C)c1ccccc1NC(=O)c1ccco1	0.61	-0.3	.
CCCCNC(=O)N1CCN(Cc2ccc(F)cc2)CC1	.	.	-68
CN(C(=O)Cc1ccccc1)n1cnnc1	0.52	-0.09	-42
O=C(c1ccc(S(=O)(=O)N2CCOCC2)cc1)N1CCN(C2=NS(=O)(=O)c3ccccc32)CC1	0.11	-0.01	.
COC(=O)CSC1=C(C#N)C(c2ccc(C(C)C)cc2)CC(=O)N1 (stereo not drawn)	-0.9	-1.2	.
CCCn1c(-c2cccc([N+](=O)[O-])c2)nc2c1c(=O)[nH]c(=O)n2Cc1ccccc1	-0.79	-1.6	32
CCOC(=O)C(/C(C)=N/NC(=O)c1ccccc1[N+](=O)[O-])C(C)C (stereo not drawn)	0.32	0.47	.
Cc1ccccc1N(CC(=O)N/N=C/c1ccc(Cl)cc1)C(=O)c1ccccc1	-0.94	1.8	53
O=C(OCCNC(=O)c1ccc2ccccc2n1)c1cccnc1	-0.79	-0.64	-16
CCCN1C2CCCC1CC(NC(=O)c1ccccc1)C2 (stereo not drawn)	0.77	0.77	.
Nc1n[nH]c(N)c1N=Nc1ccc(Cl)cc1	2.2	1.9	.
O=C(O)CSc1nccn1-c1cccc(Cl)c1	0.3	0.39	0
O=C(CN1C(=O)C(=O)c2ccccc21)NC1CCCCC1	1.3	1.2	29
CC(C)CCn1cnc2c([nH]c3cccc(Cl)c32)c1=O	-0.59	-1	58
COc1ccc(C)cc1NS(=O)(=O)c1cccc2nonc12	0.06	-0.1	.

Gathered by group: the compounds so far with a nitro group on carbon
SMILES	SDO1 yeast rescue	SDO1 yeast rescue Rescue 24 h	INS promoter inh
Cc1cccc(C)c1NC(=O)COC(=O)c1ccc(N2CCCC2)c([N+](=O)[O-])c1	-0.25	0.99	21
CS(=O)(=O)N(CC(=O)Nc1c(F)cccc1F)c1cccc([N+](=O)[O-])c1	0.9	0.2	41
COc1ccc(N2CCN(C(=O)c3ccc(C)cc3)CC2)c([N+](=O)[O-])c1	-0.77	0.41	-30
CN(C)C=NC(=O)c1ccc([N+](=O)[O-])c(CS(=O)(=O)c2ccc(Cl)cc2)c1	0.95	0.24	-17
CCCn1c(-c2cccc([N+](=O)[O-])c2)nc2c1c(=O)[nH]c(=O)n2Cc1ccccc1	-0.79	-1.6	32
CCOC(=O)C(/C(C)=N/NC(=O)c1ccccc1[N+](=O)[O-])C(C)C (stereo not drawn)	0.32	0.47	.

Other compounds.
SMILES	SDO1 yeast rescue	SDO1 yeast rescue Rescue 24 h	INS promoter inh
Cc1cc(C)n2nc(SCC(=O)NCc3ccco3)nc2n1	0.94	0.62	.
COc1ccc2oc(C(=O)CCC(=O)O)c(N)c2c1	0.57	0.24	.
Oc1ccccc1C1CC(c2cccs2)=NC(c2ccc(Cl)cc2)N1 (stereo not drawn)	.	.	50
Cc1ccc(S(=O)(=O)NCC(=O)N2CCN(c3ccccc3F)CC2)cc1	-0.17	-0.79	23
COc1cccc(NC(=S)N(CCCN2CCOCC2)Cc2cn(C)c3ccccc23)c1	-0.45	-1.1	.
Cc1ccc(/C=C/c2nc3ccccc3[nH]2)o1	.	.	71*
COc1ccc(Cn2cccc(NC(=O)Nc3ccc(C#N)cc3)c2=O)cc1	-0.2	1.6	.
COCCNC(=O)c1onc(CSc2cccc(Cl)c2)c1C(=O)O	1.8	0.93	.
CC(=O)c1cccc(NC(=O)c2ccc3c(=O)n4c(nc3c2)CCCCC4)c1	.	.	42
Cc1cc(NC(=O)CSc2nc(-c3ccco3)cc(C(F)(F)F)n2)no1	-1	0.09	70
CCOC(=O)c1ccc(NC(=O)Nc2cccc(C)n2)cc1	.	.	56
Cc1c(Cc2ccccc2)c(=O)oc2cc(OCc3nn[nH]n3)ccc12	1.6	1.8	-7
Oc1ccc(Br)cc1-c1ccn[nH]1	-1.1	-0.64	-31
CCOC(=O)C(=O)C1=C(N2CCOCC2)/C(=C\c2ccc(F)cc2)CC1	-0.34	-0.48	-6
COc1cc(/C=N/NC(=O)CCN2CCCCC2)ccc1O	.	.	0
Fc1cccc(Cl)c1CSc1ccc(-c2cccnc2)nn1	.	.	-33
CCc1nnc(NC(=O)CSc2nnc(CNc3ccc(F)cc3)n2C2CCCCC2)s1	-1.1	-0.27	.
CCCCCCCCCn1c2c(c(=N)c3c1CCC3)CCCC2	.	.	-300
COc1ccc(NC(=O)COC(=O)C2CCC(C(C)(C)C)CC2)c([N+](=O)[O-])c1 (stereo not drawn)	-0.02	-0.06	18
Cc1cccc(OCc2nnc(NC(=O)c3cccs3)s2)c1	0.04	1.9	-6
Cc1cc(NC(=O)c2nn3cccnc3c2Cl)no1	-0.16	-0.58	.
CCC(=O)Nc1ccc(NC(=S)NC(=O)/C=C/c2ccccc2)cc1	1.1	1.4	50
COc1ccc(C(C(=O)NC2CCCCC2)N(C(=O)CCl)c2ccc(C)cc2)cc1 (stereo not drawn)	-1.1	-0.25	i
COc1cc(-c2nc(-c3ccc4c(c3)-c3ccccc3S4(=O)=O)c(-c3ccccc3)[nH]2)cc(OC)c1O	1.3	3.8	37
Cc1ccc(Cn2cnc3c(nnn3Cc3ccc(Cl)cc3)c2=O)cc1	-0.82	-0.38	-43

Bioassay records as filed in PubChem.
